Screening results as filed in PubChem BioAssay.
BAP1 inh: inhibitors of human BAP1 deubiquitinase. Q92560. recombinant BAP1, Ub-AMC hydrolysis fluorescence kinetic; hits give low values. activity remaining (% of control), % at 20 µM. 72,000 tested, 0.48% active. AID 436;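 active = activity remaining at or below 50% of control, provided the compound also passes the data quality filters; inactive = the rest, including low values that fail the filters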;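 note: 100% = DMSO wells rate and 0% = substrate alone blank rate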
HePTP inhibitor: blocks human HePTP tyrosine phosphatase. recombinant HePTP phosphatase activity, OD absorbance. inhibition, % at 20 µM. 110,000 tested, 0.64% active. AID 521; in the data active = inhibition above about 50%;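 note: plate controls were vehicle for no effect and reference inhibitor for full effect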
Target sequence (P35236 whole entry, looked up): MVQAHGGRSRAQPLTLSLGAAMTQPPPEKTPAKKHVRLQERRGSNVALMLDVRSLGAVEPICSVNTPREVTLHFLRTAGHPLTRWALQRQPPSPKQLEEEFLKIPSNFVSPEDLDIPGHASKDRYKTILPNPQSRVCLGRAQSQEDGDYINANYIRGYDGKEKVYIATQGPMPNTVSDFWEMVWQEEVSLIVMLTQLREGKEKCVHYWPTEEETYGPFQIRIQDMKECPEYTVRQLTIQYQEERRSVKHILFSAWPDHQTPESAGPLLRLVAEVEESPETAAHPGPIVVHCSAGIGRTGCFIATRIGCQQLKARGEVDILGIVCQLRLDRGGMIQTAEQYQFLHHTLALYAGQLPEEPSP
Active calls of the source: *; · = not tested or not shown; & = joins results of further samples.

molecule	BAP1 inh	HePTP inhibitor
O=C(CN1CCN(S(=O)(=O)c2ccc(F)cc2)CC1)Nc1ccc2c(c1)OCCO2	103	-1
CCc1ccc(NC2=NCC(=O)N2c2ccc3c(c2)OCCO3)cc1	109	4
CCOC(=O)CSc1nc2ccccc2c(=O)n1CC1COc2ccccc2O1 (stereo not drawn)	·	4
C=C1Cn2c(nnc2-c2ccc(Cl)cc2)S1	96	-1
O=C(Nc1ccccc1)Nc1nnc(-c2ccc(Cl)cc2Cl)s1	·	9
Cc1cc(=O)oc2c(C)c(OC(=O)c3ccccc3)ccc12	·	-8
Cc1noc(C)c1S(=O)(=O)Nc1ccc(C(=O)N2CCN(c3ccc(Cl)cc3)CC2)cc1	93	-12
CCN(CC)c1nc(Nc2ccccc2)nc(Oc2ccc(=O)n(C)n2)n1	·	7
COc1ccccc1N(C(=O)c1snc(C(N)=O)c1N)C(C(=O)NC1CCCC1)c1ccco1 (stereo not drawn)	·	4
Cc1ccc(S(=O)(=O)N2c3ccccc3NC(=O)C2CC(=O)Nc2ccccc2)cc1 (stereo not drawn)	115	4
Cc1ccccc1OCC(=O)NCCSc1ccccn1	·	6
CCn1c(C)nc2cc(-c3nnc(-c4c(-c5ccccc5)noc4C)o3)ccc21	·	-4
COc1ccc(CN2CCN(C(=O)c3ccc(F)cc3)CC2)cc1OCc1ccccc1	·	11
Nc1ccc(Cl)cc1/C(=N/O)c1ccccc1	82	9
O=C(Nc1ccc(Cc2ccncc2)cc1)c1ccc(S(=O)(=O)N2CCOCC2)cc1	97	7
O=C1NC(=O)/C(=C\c2ccc(Br)cc2)S1	·	0
COc1ccc(N2CCN(C(=O)CSc3nnc(Cn4nnc5ccccc54)n3C)CC2)cc1	97	3
CC1(C)CC(=O)C(C(C2=C(O)CC(C)(C)CC2=O)c2ccccc2OCc2ccccc2)C(=O)C1 (stereo not drawn)	·	8
Cn1nnnc1SCc1cccc(CSc2nnnn2C)n1	97	5
O=C1/C(=C\c2ccc(-c3cccc(C(F)(F)F)c3)o2)SC(=S)N1C1CCCCC1	·	-6
Cc1ccc2nc(N=C(NC(=O)c3ccccc3)NC(=O)c3ccccc3)nc(C)c2c1	91	·
Cc1onc(-c2ccccc2Cl)c1-c1nc(-c2ccncc2)no1	·	5
Clc1ccc(Cn2nnc(-c3ccc(N4CCOCC4)cc3)n2)cc1	143	10
CCOCc1nnc(NS(C)(=O)=O)s1	62	-3

The final 4 entries of the section before open the next one:
molecule	BAP1 inh	HePTP inhibitor
Cc1ccc2nc(N=C(NC(=O)c3ccccc3)NC(=O)c3ccccc3)nc(C)c2c1	91	·
Cc1onc(-c2ccccc2Cl)c1-c1nc(-c2ccncc2)no1	·	5
Clc1ccc(Cn2nnc(-c3ccc(N4CCOCC4)cc3)n2)cc1	143	10
CCOCc1nnc(NS(C)(=O)=O)s1	62	-3
CCSC(C)CC1CC(=O)CC(=O)C1 (stereo not drawn)	101	6
Cc1cc(C)n(C(=O)c2c(C(=O)O)cccc2[N+](=O)[O-])n1	·	8
N#Cc1conc1-c1ccc(Br)cc1	·	-6
Cc1ccc(N(C(=O)C2CCC(=O)N2)C2(C(=O)NC3CCCCC3)CCCCC2)cc1 (stereo not drawn)	94	0
COc1cc(C2Nc3ccccc3NC3=C2C(=O)CC(c2ccccc2)C3)ccc1O (stereo not drawn)	91	·
CCOc1ccccc1/C=C1/SC(=S)N(CC(=O)OC)C1=O	·	-1
O=C(Nc1ccccc1N1CCCC1)c1cccnc1	128	7
O=C(c1cnc2sccn2c1=O)N1CCc2ccccc2C1	114	5
Cc1c(C(=O)O)oc2ccc(S(=O)(=O)N3CCCCC3C(=O)O)cc12 (stereo not drawn)	97	-5
Cn1nc(C(C)(C)C)cc1C(=O)Nc1nc2c(s1)C(=O)CC(C)(C)C2	67	3
CC(C)c1ccc(/C=C/C(=O)NC(=S)Nc2ccc(S(=O)(=O)N=C(N)N)cc2)cc1	·	-2
CCOC(=O)C1CCN(C(=O)c2ccc(Cl)c(NC3=NC4CS(=O)(=O)CC4S3)c2)CC1 (stereo not drawn)	93	5
Cn1c(SCC(=O)NCc2cccs2)nnc1-c1cccs1	102	5
COc1ccc(OC)c(-c2csc(N(Cc3ccco3)C(=O)c3cccs3)n2)c1	76	-1
CC(C)CNC(=O)CSc1nnc(CN2CCCCCC2=O)n1-c1ccccn1	135	4
Cc1ccc(NC(=O)CC2SCCNC2=O)cc1Cl (stereo not drawn)	129	0
CCOC(=O)c1[nH]c2ccc(OC)cc2c1NC(=O)CCN1CCc2ccccc2C1	109	7
O=S(=O)(Nc1ccc(Cl)c(C(F)(F)F)c1)c1ccccc1	·	5
O=S(=O)(Nc1ccc(Nc2ccc(F)cc2)cc1)c1ccc(F)cc1	·	2
CCOC(=O)N1CCC(NC2CCCCCCC2)CC1	97	7
CCOC(=O)C1=C(C)Nc2ncnn2C1c1c[nH]c2ccccc12 (stereo not drawn)	143	-7
CCc1ccc2c(COn3nnc4ccc(S(=O)(=O)N(C)C)cc43)cc(=O)oc2c1	53	4
CCCCCn1c(CN(C)Cc2ccccc2)nc2c1c(=O)n(C)c(=O)n2C	105	7
CCN(CC)c1ccc(C(NC(C)=O)NC(C)=O)cc1	100	3&6
O=C1C(C=NC2CC2)=C(O)c2ccccc21	·	2
O=C(CCc1nc2ccccc2[nH]1)N1CCN(C(=O)c2ccco2)CC1	101	7
CCOC(=O)c1[nH]c2ccccc2c1N=C(C)N(CC)CC	88	1
COC(=O)c1cc(OC)c(OC)cc1NC(=O)CCC1CCCC1	170	-5
COc1ccc(N(CC(=O)NC2CCCC2)C(=O)CCC(=O)Nc2cc(C)on2)c(OC)c1	108	8
O=C(Cc1ccccc1[N+](=O)[O-])N1CCN(c2ccccc2)CC1	·	-17
Cc1cc(C(=O)NC(C)c2ccncc2)no1 (stereo not drawn)	·	6
Cc1ccc(CNC(=O)CCNS(=O)(=O)c2ccc3c(c2)c(=O)n(C)c(=O)n3C)cc1	67	-6
O=C(CSc1ncnc2nc[nH]c12)NCCc1ccccc1	93	2
O=C(N/N=C/c1ccc(-c2ccc(I)cc2)o1)c1ccccn1	·	5
Cc1ccc(-c2nnc(SCC(=O)OC(C)C)o2)cc1	·	4
O=C(c1ccccc1F)N1CCN(c2cc(N3CCCCC3)c(F)cc2[N+](=O)[O-])CC1	104	·
CCCCCCCCNc1nc(OC)nc(OC)n1	·	68*
COc1ccc(OC)c(C(c2nnnn2C2CCCC2)N2CCN(c3ccccc3F)CC2)c1 (stereo not drawn)	78	-3
O=C(NCC1CCCO1)C1CCN(S(=O)(=O)N2CCCC2)CC1 (stereo not drawn)	94	-9
CCn1c(NCc2ccco2)nc2c1c(=O)n(C)c(=O)n2C	78	·
COc1cc(C2Nc3ccc(C(=O)c4ccccc4)cc3NC3=C2C(=O)CCC3)ccc1O (stereo not drawn)	·	-7
Cc1cc(C)nc(/N=C(/N)Nc2ccc(S(=O)(=O)Nc3nccc(C)n3)cc2)n1	·	11
O=C(CSc1nnc(-c2cccs2)n1-c1ccccc1)c1ccccc1	·	-13
O=C(/C=C/Nc1ccccc1NS(=O)(=O)c1ccc([N+](=O)[O-])cc1)c1ccc2c(c1)OCO2	·	11
Cc1ccc(Cl)c(OCCCCN2CCOCC2)c1	·	8
Cc1ccc(C)c(N2CCN(CCCNC(=O)Cn3cc4c(n3)CCC(C)C4)CC2)c1 (stereo not drawn)	104	13
O=c1[nH]nc2c3ccccc3cnn12	108	8
Cc1ccc(C(=O)N2CCN(C(=O)CN3CCCC3)C2)cc1	110	4&5
CCCCN(C)CCCNC(=O)CCn1nc(-c2ccccc2)ccc1=O	98	7
CC1(C)CC(=O)C2=C(C1)Nc1ccccc1NC2c1c(F)cccc1Cl (stereo not drawn)	·	-16
CCOC(=O)c1c(NC(=O)c2ccco2)sc(C(=O)Nc2cc(C(F)(F)F)ccc2Cl)c1C	182	-4
COc1cccc(Nc2c([N+](=O)[O-])c(=O)n(C)c3ccccc23)c1	·	6
Cn1c(Cc2csc(N)n2)nnc1SCC(=O)NCc1ccccc1	80	-2
COC(=O)C1=C(C)N(C)C(C)=C(C(=O)OC)C1c1cccc(Cl)c1	99	2
COc1ccc(NC(=O)c2cnc3n(c2=O)CCS3)cc1OC	84	5
CCC1CCc2sc(C(=O)O)cc2C1 (stereo not drawn)	·	15
CCOC(=O)Cc1csc(SCC(=O)Nc2sc3c(c2C(N)=O)CCC3)n1	·	7
Cc1ccc(S(=O)(=O)N2CCN(C(=O)c3ccc([N+](=O)[O-])cc3)CC2)cc1	·	8
CCCOc1ccc(C(=O)CCN2CCOCC2)cc1	150	·
CCOc1ccc(N(CC(=O)Nc2ccc(Br)cc2)S(=O)(=O)c2ccc(SC)cc2)cc1	·	-10

Next compounds.
molecule	BAP1 inh	HePTP inhibitor
O=C(O)CCCCNS(=O)(=O)c1ccc(Cl)c(C(F)(F)F)c1	88	1
Cc1csc2nc(CSc3nncn3-c3ccccc3)c(Br)n12	117	11
CC(C)(C)C(=O)N=C1SC2CS(=O)(=O)CC2N1c1ccc2c(c1)OCO2 (stereo not drawn)	111	-10
Cc1nnc(SCC(=O)N2CCc3ccccc32)n1-c1ccccc1	71	4
COc1ccc(N(CC(=O)Nc2ccc3ccccc3c2)S(C)(=O)=O)cc1	·	1
C=CCOc1ccc(/C(O)=C2\C(=O)C(=O)N(CCCOC)C2c2ccncc2)cc1 (stereo not drawn)	92	-5
COCCCN1C(=O)c2ccccc2C1C(=O)NC1CCCCCC1 (stereo not drawn)	122	4
O=C(NCc1cccs1)c1nc2nc(-c3ccccc3)cc(C(F)(F)F)n2n1	·	-4
Cc1ccc(OCCSc2nc3ccc(Br)cc3[nH]2)cc1C	70	·
CCOC(=O)c1c(-c2ccc(C)o2)csc1NC(=O)COC(=O)c1cccs1	111	1
CCC1=NN2C(=N)/C(=C/c3ccc(F)cc3)C(=O)N=C2S1	·	-2
COc1ccc(Cn2c(=O)[nH]c3cc(C(=O)NCCCN4CCCCC4)ccc3c2=O)cc1	·	5
COc1ccc(C2CC(=O)C3=C(C2)Nc2ccccc2NC3c2ccc(-c3ccccc3)cc2)cc1OC (stereo not drawn)	·	-9
Cc1c(NC(=O)c2ccc(S(=O)(=O)N3CC(C)OC(C)C3)cc2)c(=O)n(-c2ccccc2)n1C (stereo not drawn)	·	3
Cc1ccc(S(=O)(=O)Nc2ccc3oc(=O)sc3c2)c(C)c1	77	0
O=C(O)C1CCCCC1C(=O)Nc1cccc(C(=O)N2CCCCC2)c1 (stereo not drawn)	130	6
CCc1nnc(NC(=O)CSc2nccn2-c2cc(C)cc(C)c2)s1	93	4
COc1ccc(C2=C/C(=C\c3cc([N+](=O)[O-])ccc3Cl)C(=O)O2)cc1	·	-12
c1ccc2c(-n3cnnn3)cccc2c1	100	-3
COc1cc(C2C3=C(CC(C)(C)CC3=O)OC3=C2C(=O)CC(C)(C)C3)cc2sc(=O)oc12	·	-8
COc1ccc(NC(=O)c2cc(-c3cccs3)on2)cc1OC	112	8
CC(=O)N(CCC(c1ccccc1)C1CCOC(C)(C)C1)Cc1ccccc1 (stereo not drawn)	·	0
O=C(CSc1nc2ccc([N+](=O)[O-])cc2s1)Nc1ccc2ccccc2c1	·	-15
Nc1nc2ccccc2n1/N=C/c1ccc([N+](=O)[O-])cc1	·	15
COc1ccc(CC(=O)NCc2nnc(SCCOc3ccccc3)n2C)cc1	130	-1
CCCN1C(=O)c2ccccc2NC1c1ccc(F)cc1 (stereo not drawn)	·	-12
CCn1c(COc2ccc3c(c2)OCO3)nnc1SCC(=O)c1ccccc1	113	10
Cc1ccc(S(=O)(=O)N(Cc2ccccc2)c2ccccn2)cc1[N+](=O)[O-]	·	10
CCOC(=O)c1c(NC(=O)c2ccccc2OC)sc(C(=O)Nc2ccc(C)cc2C)c1C	·	16
Cn1c(=O)c(C(=O)c2ccccc2)nc2ccccc21	108	-5
Cc1cc(=O)[nH]c(SCC(=O)N2c3ccccc3CC2C)n1 (stereo not drawn)	96	-8
O=C1CCC(C(=O)NCCCn2ccnc2)N1 (stereo not drawn)	108	-11
CC(C)OP(=O)(c1ccc(N(C)C)cc1)C(O)c1ccncc1 (stereo not drawn)	88	1
CC12CCC(C(=O)O)(C/C1=N\O)C2(C)C (stereo not drawn)	101	2
Cc1cc(=O)c2c(C)nc(-c3ccccc3)nc2[nH]1	·	-12
CCOc1ccc(CCNC(=O)C2CCN(c3nn4c(=O)cc(C)nc4s3)CC2)cc1OCC	80	-2

Some of the entries above in a different format.
Order of values – BAP1 inh | HePTP inhibitor
CC(C)OP(=O)(c1ccc(N(C)C)cc1)C(O)c1ccncc1 (stereo not drawn)
 : 88 | 1
CCCN1C(=O)c2ccccc2NC1c1ccc(F)cc1 (stereo not drawn)
 : · | -12

For reference, some entries already given:
molecule	BAP1 inh	HePTP inhibitor
O=C(CN1CCN(S(=O)(=O)c2ccc(F)cc2)CC1)Nc1ccc2c(c1)OCCO2	103	-1
CCc1ccc(NC2=NCC(=O)N2c2ccc3c(c2)OCCO3)cc1	109	4
CCOC(=O)CSc1nc2ccccc2c(=O)n1CC1COc2ccccc2O1 (stereo not drawn)	·	4

The listing continues.
molecule	BAP1 inh	HePTP inhibitor
N#CC(C(=O)NCc1ccccc1)c1nc2ccccc2nc1N1CCCC1 (stereo not drawn)	·	2
COc1ccc2nc(NC(=O)c3ccc(S(=O)(=O)N4CCc5ccccc54)cc3)sc2c1	147	·
CCc1c(C)nc(SCC(=O)Nc2cccc(Br)c2)[nH]c1=O	·	7
O=C(NCCCN1CCOCC1)C(=O)NC1CCCCC1	·	-13
